ROCK2 blocker = inhibitors of human Rho kinase 2 | O75116 | purified ROCK2, Kinase-Glo ATP depletion luminescence | inhibition, % at 6 µM | actives 0.35% (n = 60,000);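 active = inhibition above the screen-wide mean inhibition plus 3 SD, cut at about 18% in these data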;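 note: plate controls were DMSO wells for no effect and Y-27632 control wells after no-enzyme background subtraction for full effect; many of its hits are not listed in these tables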
C1s block = human complement C1s inhibition; P09871; purified C1s, fluorogenic AMC substrate, pooled mixtures; mean inhibition % of two 10-compound mixtures (hits give high values), % at 5 µM (by protocol); actives 0.16% (n = 62,000);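 active = inhibition above 20% in each of the two 10-compound mixture wells holding the compound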;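 note: 0% = enzyme wells lacking compound mixture and 100% = no-enzyme blank wells; some compounds called inactive have numbers as strong as hits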
Target sequence (P09871 16-437 limits assumed): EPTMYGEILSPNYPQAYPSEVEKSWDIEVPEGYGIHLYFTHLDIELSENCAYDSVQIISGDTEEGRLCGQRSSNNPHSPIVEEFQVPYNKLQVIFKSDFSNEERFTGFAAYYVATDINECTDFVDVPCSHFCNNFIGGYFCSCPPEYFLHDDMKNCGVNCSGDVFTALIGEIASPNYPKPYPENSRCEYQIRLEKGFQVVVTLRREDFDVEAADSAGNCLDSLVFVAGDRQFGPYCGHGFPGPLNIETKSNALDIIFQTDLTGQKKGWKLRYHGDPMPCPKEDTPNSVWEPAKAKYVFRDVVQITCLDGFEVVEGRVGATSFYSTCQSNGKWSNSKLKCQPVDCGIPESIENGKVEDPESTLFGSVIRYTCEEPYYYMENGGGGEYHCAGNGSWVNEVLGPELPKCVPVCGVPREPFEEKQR
Target sequence (P09871 438-688 limits assumed): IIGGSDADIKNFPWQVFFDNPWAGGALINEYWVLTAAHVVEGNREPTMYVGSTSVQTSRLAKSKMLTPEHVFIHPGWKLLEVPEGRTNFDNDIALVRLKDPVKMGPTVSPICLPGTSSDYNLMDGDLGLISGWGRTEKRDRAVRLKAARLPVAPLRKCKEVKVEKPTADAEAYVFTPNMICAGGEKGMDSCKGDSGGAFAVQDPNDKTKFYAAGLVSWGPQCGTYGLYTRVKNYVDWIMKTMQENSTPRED
PKA inh = blocks human protein kinase A activity; P17612; PKA Kemptide phosphorylation, Kinase-Glo ATP luminescence; inhibition, % at 6 µM; actives 0.1% (n = 65,000); AID 524;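 active = inhibition above the screen-wide mean inhibition plus 3 SD, cut at about 21% in these data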; note: many of its hits are not listed in these tables
CatB mixtures = human cathepsin B inhibition by mixtures; inhibition, %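 (ten-compound pools at 5 µM per compound and 50 µM total)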; Purified cathepsin B, AMC dipeptide fluorescence, compound mixtures; actives 0.06% (n = 62,000); AID 488; in the data active = inhibition above about 22%, passing the limit was not always enough; inconclusive = no clear call, values can overlap the other calls;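 note: 0% = enzyme without compound and 100% = no enzyme blank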
Cathepsin G inh = blocks human cathepsin G enzyme activity. P08311. purified enzyme, AMC-tetrapeptide fluorescence, pooled mixtures. inhibition, % at 5 µM (by protocol). actives 0.2% (n = 62,000). AID 581;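 active = inhibition above 20% in each of the two mixture wells holding the compound; inactive = inhibition of 20% or less in either well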;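 note: 0% = enzyme control without mixture and 100% = blank lacking enzyme; strong numbers were not always called active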
Target sequence (P08311 21-244 limits assumed): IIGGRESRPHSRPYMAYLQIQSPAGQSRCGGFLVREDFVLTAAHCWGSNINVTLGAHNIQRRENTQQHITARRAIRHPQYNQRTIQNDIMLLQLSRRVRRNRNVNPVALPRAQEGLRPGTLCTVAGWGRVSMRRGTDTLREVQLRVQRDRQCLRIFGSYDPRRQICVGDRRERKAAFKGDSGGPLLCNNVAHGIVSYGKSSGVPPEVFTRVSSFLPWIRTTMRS
CatB block = blocks human cathepsin B protease activity; actives 0.1% (n = 63,000); purified cathepsin B, fluorogenic substrate, fluorescence; inhibition, %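 (tested at 10 µM)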; P07858; AID 453; in the data active = inhibition above about 21%;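 note: 0% = enzyme with no compound and 100% = no enzyme blank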
CatS block = inhibitors of human cathepsin S. recombinant cathepsin S, AMC dipeptide fluorescence, pooled mixtures. inhibition, %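 (tested at 5 µM per compound within 10-compound mixtures)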. actives 0.06% (n = 62,000); in the data active = inhibition above about 32%, passing the limit was not always enough; inconclusive = no clear call, values can overlap the other calls;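 note: 0% = enzyme without compound and 100% = blank without enzyme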
HER2 expr 66K = lowers expression of human Her2 kinase. actives 0.69% (n = 65,000). SKBR-3 HER2 protein level, AlphaScreen, 18-24 h; hits give low values. HER2 level % of control, % at 10 µM;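 active = HER2 level under 5% of the carrier-only control; inconclusive = no clear call, values can overlap the other calls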;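 note: 100% = DMSO carrier and 0% = 500 nM PU-H71 HSP90 inhibitor; lower value means stronger loss of Her2 protein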
CatL block = blocks human cathepsin L protease activity; P07711; purified cathepsin L, fluorogenic substrate, fluorescence; inhibition, %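 (tested at 10 µM)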; actives 0.17% (n = 58,000); in the data active = inhibition above about 45%;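 note: 0% = enzyme with no compound and 100% = no enzyme blank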
* hit, by the source's call; ? = inconclusive; / = no result given. This is a subset; rates above refer to the full screens.

The first five records, ahead of the listing:
entry	HER2 expr 66K	CatB block	Cathepsin G inh	PKA inh	CatL block	C1s block	CatB mixtures	CatS block	ROCK2 blocker	structure
1	105	6	/	7	10	/	/	/	12	N#Cc1c(N)nc(SCC(=O)NCc2ccc3c(c2)OCO3)c(C#N)c1-c1cccs1
2	85	3	10	7	11	2	3	-2	9	Cc1cc(C)nc(NS(=O)(=O)c2ccc(-n3cccc3)cc2)n1
3	106	3	-11	-1	0	-13	1	-7	-7	CCCCc1nc2n[nH]c(N)c2c2c1CCC2
4	117	-1	0	13	39	5	10	13	7	COCCN(CCOC)S(=O)(=O)c1ccc(C(=O)Nc2nnc(C3CC3)o2)cc1
5	88	62*	1	15	12	-1	1	3	6	COc1ccc(N(CC(=O)Nc2cccc(C)c2C)S(=O)(=O)c2c(C)n[nH]c2C)cc1

The list itself, previewed entries included:
entry	HER2 expr 66K	CatB block	Cathepsin G inh	PKA inh	CatL block	C1s block	CatB mixtures	CatS block	ROCK2 blocker	structure
1	105	6	/	7	10	/	/	/	12	N#Cc1c(N)nc(SCC(=O)NCc2ccc3c(c2)OCO3)c(C#N)c1-c1cccs1
2	85	3	10	7	11	2	3	-2	9	Cc1cc(C)nc(NS(=O)(=O)c2ccc(-n3cccc3)cc2)n1
3	106	3	-11	-1	0	-13	1	-7	-7	CCCCc1nc2n[nH]c(N)c2c2c1CCC2
4	117	-1	0	13	39	5	10	13	7	COCCN(CCOC)S(=O)(=O)c1ccc(C(=O)Nc2nnc(C3CC3)o2)cc1
5	88	62*	1	15	12	-1	1	3	6	COc1ccc(N(CC(=O)Nc2cccc(C)c2C)S(=O)(=O)c2c(C)n[nH]c2C)cc1
6	87	5	0	8	26	-3	-1	12	2	CCN1C(=O)c2ccc(C(=O)O)cc2C1=O
7	91	0	-7	3	11	-62	-8	2	2	O=C1c2ccccc2C(Nc2cccc(C(F)(F)F)c2)N1Cc1ccco1 (stereo not given)
8	-22*	/	8	5	/	-3	0	1	3	CCOc1ccc(/C(O)=C2\C(=O)C(=O)N(c3cc(C)on3)C2c2ccccc2OC)cc1 (stereo not given)
9	123	4	15	5	13	17	-4	9	1	N#Cc1nc(Cc2ccccc2)oc1NCc1cccnc1
10	104	4	7	6	7	1	1	7	6	COC(=O)c1ccc(-c2nc(O)c3cnccn23)cc1
11	69	13	14	7	5	10	6	9	12	Cc1ccc([C@@H]2C3COCC=C3C(C#N)=C(N)C2(C#N)C#N)o1 (stereo not given in full)
12	124	/	7	8	3	9	2	-3	6	CCCC(=O)Nc1c(C)nn(C(=O)CCC)c1C
13	97	-3	0	-3	8	-32	-7	5	4	COc1ccc(C(c2sc3nc(C)nn3c2O)N2CCC(O)CC2)cc1OC (stereo not given)
14	118	4	9	7	5	10	7	21	1	CN(CCC#N)C(=O)COC(=O)c1ccc(Cl)c(S(N)(=O)=O)c1
15	85	0	9	2	-10	-2	1	-17	11	CN(Cc1cc(=O)[nH]c2ccccc12)C(=O)c1ccccc1
16	87	0	/	-7	3	/	/	/	-2	COc1ccc(OC)c(N=C(C)C2=C(O)COC2=O)c1
17	113	0	-4	3	11	-4	-1	11	-5	Cn1c(=O)n(CCc2ccccc2)c(=O)c2c1nc1n2CCCN1c1ccc(F)cc1
18	64	-2	8	10	/	7	1	-4	2	COc1ccc(OC)c(-c2nnc(NC(=O)C(C)Sc3nncn3C)s2)c1 (stereo not given)
19	98	-2	10	-1	0	8	3	5	1	O=C(NCc1ccco1)C1CC(=O)N(c2ccc(O)cc2)C1 (stereo not given)
20	86	3	7	0	10	-1	5	-5	4	O=C(Nc1ccccc1C(=O)N1CCCCCC1)c1cccc(S(=O)(=O)N2CCOCC2)c1
21	96	-3	-4	-4	-4	-20	5	15	2	CNc1nc2c(c(=O)n(C)c(=O)n2C)n1Cc1ccccc1
22	81	4	12	6	1	7	10	8	7	COC(=O)c1ccc(C2NC(=O)NC(C)=C2C(=O)N(C)C)cc1 (stereo not given)
23	92	0	9	2	-1	0	15	-6	4	O=C(CN1CCN(Cc2ccccc2)CC1)NC(=O)NCc1ccco1
24	170	-2	2	2	-6	3	6	1	0	O=C(Cn1nc(C(F)(F)F)c2c1CCCC2)NCc1ccco1
25	70	5	14	-7	9	6	3	11	-7	Cc1ccc(S(=O)(=O)N2CCCC(c3nnc4n3-c3ccccc3SC4)C2)cc1 (stereo not given)
26	125	3	11	-2	9	10	4	6	2	O=C(Nc1ccc(-c2cn3ccsc3n2)cc1)C1COc2ccccc2O1 (stereo not given)
27	144	1	3	8	7	-50	-1	-5	0	FC(F)(F)c1nc2nncn2c2c1CCCCC2
28	/	4	-6	6	-1	-7	0	15	/	CC(C)Sc1nc2c(c(=O)n1-c1ccc(F)cc1)SCC2
29	99	0	-1	14	2	-16	0	-4	6	O=C(Nc1ccccn1)c1cc(-n2cnnc2)ccc1Cl
30	125	3	4	6	-3	4	0	13	3	CC(C)Cc1n[nH]c(=O)[nH]1
31	100	-4	-2	3	4	-7	-5	2	-9	CC(=O)c1cccc(NC(=O)c2cc(C)no2)c1
32	73	0	14	0	-42	16	5	9	2	CCc1cc(C(=O)OC)c(NC(=O)c2cc(Br)cs2)s1
33	89	1	18	12	12	5	2	8	10	CCOC(=O)N1CCN(C(=O)CN2C(=O)COc3ccc(C)cc32)CC1
34	63	-5	6	/	0	1	0	8	/	Cc1cc(N(C)Cc2ccccc2)nc(-c2ccccc2)n1
35	47	4	10	7	0	4	3	-5	6	Cc1ccc(NC(=O)CSc2nnc([C@@H]3CCCN3C(=O)OC(C)(C)C)o2)c(C)c1
36	105	-1	8	0	-8	5	0	3	0	CCn1c(C(=O)N2CCC(C(=O)NCc3ccc4c(c3)OCO4)CC2)cc2sccc21
37	107	0	-11	4	7	-83	1	-8	2	CCOC(=O)c1ccccc1NC(=O)COc1ccccc1
38	77	-1	3	7	12	-24	-7	6	5	COc1ccc(-c2nc(=S)[nH][nH]2)cc1
39	84	-1	2	-4	-8	-3	-2	-4	-6	Cc1cccc(CCNS(=O)(=O)c2ccc3c(c2)oc(=O)n3C)c1
40	78	8	3	6	14	-28	2	-4	7	COc1cccc(NC(=O)c2ccccc2NS(C)(=O)=O)c1
41	96	5	0	5	0	-11	4	12	/	COc1cccc(-n2nnc3c(=O)n(Cc4ccc(Br)cc4)cnc32)c1
42	96	1	18	-4	-3	13	7	-6	0	CCOC(=O)N1CCN(S(=O)(=O)c2cc3c(cc2C)NC(=O)CO3)CC1
43	11	0	-10	3	4	-25	-2	-3	/	CCOC(=O)c1cc2sccc2n1CC(=O)N1c2ccccc2CC1C (stereo not given)
44	92	-1	19	-5	-37	-4	-4	10	-1	COc1ccc2c(c1)CCc1c(C(=O)N3CCCC3)noc1-2
45	83	0	10	6	-9	12	2	-13	3	COc1ccc(-c2n[nH]c(C)c2-c2ccc(OC)c(OC)c2)c(O)c1
46	98	0	2	-2	-4	4	6	-1	3	COC(=O)c1ccccc1NC(=O)C1CCN(S(=O)(=O)c2cc(OC)ccc2OC)CC1
47	117	2	-7	7	13	-2	2	0	-3	O=C(CN1CCCC1)N1c2ccccc2Sc2ccccc21
48	114	1	-1	3	-3	33	-1	-5	4	O=C(O)C1CCN(C(=O)NC2CCCCC2)CC1
49	115	4	11	6	4	14	3	7	/	COc1ccc(N2CCN(CCNC(=O)c3c(C)cc(=O)oc3C)CC2)cc1
50	104	5	/	3	-12	/	/	/	4	N/C(=N\S(=O)(=O)c1ccc(Cl)s1)c1ccccc1

One compound at a time, as listed above. Screens in order: HER2 expr 66K	CatB block	Cathepsin G inh	PKA inh	CatL block	C1s block	CatB mixtures	CatS block	ROCK2 blocker
COc1cccc(NC(=O)c2ccccc2NS(C)(=O)=O)c1 is entered as 78	8	3	6	14	-28	2	-4	7
COc1cccc(-n2nnc3c(=O)n(Cc4ccc(Br)cc4)cnc32)c1 is entered as 96	5	0	5	0	-11	4	12	/
CCOC(=O)N1CCN(C(=O)CN2C(=O)COc3ccc(C)cc32)CC1 is entered as 89	1	18	12	12	5	2	8	10
COC(=O)c1ccccc1NC(=O)C1CCN(S(=O)(=O)c2cc(OC)ccc2OC)CC1 is entered as 98	0	2	-2	-4	4	6	-1	3
CCOC(=O)c1ccccc1NC(=O)COc1ccccc1 is entered as 107	0	-11	4	7	-83	1	-8	2

(continued)
entry	HER2 expr 66K	CatB block	Cathepsin G inh	PKA inh	CatL block	C1s block	CatB mixtures	CatS block	ROCK2 blocker	structure
51	98	-3	/	6	-8	/	/	/	1	CCOC(=O)c1ccc(NC(=O)CCC(CC)C(=O)O)cc1 (stereo not given)
52	90	-2	1	8	3	-4	1	-2	1	COc1ccc(S(=O)(=O)Cc2ccc(C(=O)N3CCC(C(N)=O)CC3)o2)cc1
53	79	8	3	-7	17	-2	-2	13	-8	O=C(CCC1COc2ccccc2O1)Nc1ncccc1O (stereo not given)
54	88	-7	-2	2	2	0	4	0	3	CN(C)/C=N/c1c(C#N)cnn1-c1ccc(C(F)(F)F)cn1
55	90	-1	2	5	3	4	5	12	5	CCCCC(=O)Nc1ccc(C(=O)NCC(=O)OC)cc1
56	109	6	13	6	19	13	-2	5	/	Cc1ccccc1CN1CCN(CC(=O)NCc2ccc3c(c2)OCO3)C1=O
57	80	3	8	-3	/	4	-4	-1	-7	CCOC(=O)COc1cc2c3c(c(=O)oc2cc1C)CCCC3
58	151	-1	11	0	18	21*	3	10	/	Cc1ccc(-n2c(SCC(=O)N3CCCC3)nc3c(c2=O)SCC3)cc1
59	240	1	-6	12	2	36	3	3	4	O=C(c1ccccc1-c1ccccc1)N1CCCC1
60	66	-3	3	-4	8	-6	0	8	-4	Cc1noc(C)c1CSc1nnc2c(C)cc3ccccc3n12
61	83	2	-3	8	8	7	-1	6	3	c1ccc(CCCc2nc(-c3ccccn3)no2)cc1
62	79	6	7	10	4	11	-1	-1	7	CCOC(=O)c1oc2ccc(S(=O)(=O)Nc3ccc4c(c3)n(C)c(=O)n4C)cc2c1C
63	108	1	-6	9	8	-26	0	-2	2	CC(=O)N(CN1C(=O)c2ccccc2C1=O)c1ccccc1
64	128	5	9	7	-6	-9	5	2	4	CCCCNC(=O)CN1C(=O)C(CC)Oc2ccc(Cl)cc21 (stereo not given)
65	126	/	4	-3	24	-33	4	?	-2	CN(C)CC(=O)c1ccc(-c2ccccc2)cc1
66	83	4	/	0	-12	/	/	/	3	Cc1occc(=O)c1OC(=O)Nc1ccccc1
67	119	4	1	4	/	-18	-2	8	/	CC(NC(=O)c1cc2ccccc2o1)c1cccs1 (stereo not given)
68	94	5	5	10	2	12	2	0	5	O=C(CSc1nnc(-c2ccc(F)cc2)o1)Nc1ccc(S(=O)(=O)N2CCCC2)cc1
69	96	-1	-1	0	-8	8	4	24	0	CC(=O)N(Cc1ccc2c(c1)OCO2)C1CC(=O)N(CCc2ccccc2)C1=O (stereo not given)

Screening results from PubChem BioAssay.
